High-throughput results (PubChem BioAssay)
IDE exosite FP – exo-site inhibitors of human IDE, primary screen, biochemical, fluorescence anisotropy, probe displacement. 6.3% of 17,000 active. Insulin-degrading enzyme (Homo sapiens), P14735. purified IDE, FL-6b probe fluorescence polarization; stronger effect = lower value. AID 1259349, 2017. z-score at 20 µM;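 active means z-score of -3 or lower, meaning strong loss of probe binding signal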;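 further: His-tagged human IDE residues 42-1019 made in E. coli with 30 nM FL-6b probe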
Target sequence (P14735 42-1019 limits assumed): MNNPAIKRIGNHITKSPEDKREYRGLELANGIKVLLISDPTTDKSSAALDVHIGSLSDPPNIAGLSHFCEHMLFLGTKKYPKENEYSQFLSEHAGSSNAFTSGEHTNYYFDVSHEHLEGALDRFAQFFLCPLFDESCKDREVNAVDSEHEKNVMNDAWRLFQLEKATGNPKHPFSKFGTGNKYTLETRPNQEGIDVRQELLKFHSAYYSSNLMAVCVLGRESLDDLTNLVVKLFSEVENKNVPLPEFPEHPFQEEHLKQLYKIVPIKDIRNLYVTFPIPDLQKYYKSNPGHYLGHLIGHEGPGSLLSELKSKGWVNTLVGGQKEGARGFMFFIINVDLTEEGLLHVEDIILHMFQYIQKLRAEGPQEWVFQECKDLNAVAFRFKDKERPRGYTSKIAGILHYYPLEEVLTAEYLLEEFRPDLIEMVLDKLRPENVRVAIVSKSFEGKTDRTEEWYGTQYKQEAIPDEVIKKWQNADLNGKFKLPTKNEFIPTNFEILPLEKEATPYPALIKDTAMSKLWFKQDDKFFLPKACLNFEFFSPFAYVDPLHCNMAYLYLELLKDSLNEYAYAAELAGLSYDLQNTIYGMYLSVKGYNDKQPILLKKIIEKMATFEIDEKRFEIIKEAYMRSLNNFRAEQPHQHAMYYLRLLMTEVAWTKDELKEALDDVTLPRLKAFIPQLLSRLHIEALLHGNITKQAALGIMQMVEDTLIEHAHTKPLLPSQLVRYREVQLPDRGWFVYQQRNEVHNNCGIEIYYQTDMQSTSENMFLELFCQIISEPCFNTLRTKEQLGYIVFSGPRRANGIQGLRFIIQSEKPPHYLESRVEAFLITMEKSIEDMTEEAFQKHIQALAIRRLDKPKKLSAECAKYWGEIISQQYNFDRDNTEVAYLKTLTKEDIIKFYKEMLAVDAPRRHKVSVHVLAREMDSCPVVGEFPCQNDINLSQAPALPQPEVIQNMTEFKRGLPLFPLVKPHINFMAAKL
Active calls of the source: *. The list is partial; rates above refer to the full screens.

IDE exosite FP	Structure
0.9	COc1ccc(-c2ccc([C@@H]3[C@@H](C#N)N(C(=O)C4CCCC4)[C@H]3CO)cc2)cc1
3.7	CN(C)CC#Cc1ccc([C@H]2[C@@H](CO)N3CCCCN(C(=O)c4ccc5c(c4)OCO5)C[C@@H]23)cc1
3	CCCNC(=O)N[C@H]1C=C[C@H](CC(=O)N2CCN(C)CC2)O[C@H]1CO
-0.61	O=C(CC1CC1)N1CC(=O)N2[C@@H](CO)[C@@H](c3ccc(C#Cc4cccc(F)c4)cc3)[C@@H]2C1
1.7	C/C=C/c1ccc([C@@H]2[C@@H](CO)N(C(=O)NCCC)[C@H]2CNC(=O)C2CC2)cc1
1.8	COc1ccccc1NC(=O)N1C[C@H](O)COC[C@@H]2O[C@@H](CC(=O)NCCc3ccncc3)CC[C@H]21
-0.37	CC(C)NC(=O)Nc1cccc2c1O[C@@H](CN(C)C(=O)Nc1ccccc1)[C@@H](C)CN([C@H](C)CO)C2=O
0.16	CN(C)C(=O)c1cccc(-c2ccc([C@@H]3[C@H]4CN(C(=O)Cc5ccccc5)CC(=O)N4[C@H]3CO)cc2)c1
-0.017	C/C=C/c1cnc2c(c1)C(=O)N([C@H](C)CO)C[C@H](C)[C@@H](CN(C)C(=O)Nc1cccc(OC)c1)O2
1.5	O=C(c1ccc2c(c1)OCO2)N1CC(=O)N2[C@H](C1)[C@@H](c1ccc(C#CC3CCCC3)cc1)[C@@H]2CO
0.48	CCS(=O)(=O)N1CC(=O)N2[C@H](C1)[C@H](c1ccc(-c3ccccc3F)cc1)[C@@H]2CO
-0.89	C[C@@H]1CN([C@H](C)CO)C(=O)c2c(c3ccccc3n2C)-c2ccccc2CO[C@@H]1CN(C)S(=O)(=O)c1ccccc1C#N
-5.5*	CC(C)(C)[S@@](=O)N1Cc2cc(C(=O)NCc3ccccc3F)nc(-c3cccc(-c4cncnc4)c3)c2[C@H]1CCO
-1.7	Cc1cccc(-c2ccc([C@@H]3[C@H]4CN(S(=O)(=O)c5cccc(F)c5)CC(=O)N4[C@H]3CO)cc2)c1
2.5	CCC(=O)N1[C@H](CO)[C@H](c2ccc(-c3cccc(F)c3)cc2)[C@@H]1CNC(C)=O
-0.18	CN1C(=O)c2cc(NC(=O)Cc3cccs3)ccc2OC[C@H]2O[C@@H](CC(=O)NCC3CCCCC3)CC[C@H]21
2.8	CC(C)CC#Cc1ccc([C@H]2[C@H]3CN(C(=O)c4ccc5c(c4)OCO5)CCCCN3[C@H]2CO)cc1
1.2	CNC[C@H]1Oc2c(NS(=O)(=O)c3ccc(Cl)cc3)cccc2C(=O)N([C@@H](C)CO)C[C@@H]1C
4.1	OC[C@@H]1[C@@H](c2ccc(-c3ccccc3F)cc2)[C@H]2CN(Cc3ccncc3)CCCCN12
3.1	C/C=C/c1ccc([C@@H]2[C@H](C#N)N(C(=O)CN3CCOCC3)[C@H]2CO)cc1
-1.3	O=C(CN1CCOCC1)N1CCCCN2[C@@H](CO)[C@@H](c3ccc(-c4ccccc4)cc3)[C@@H]2C1
-0.83	COc1ccc(C#Cc2ccc([C@H]3[C@@H](CO)N4C(=O)CN(C(=O)c5cccnc5)C[C@H]34)cc2)cc1
-0.72	Cc1ccccc1S(=O)(=O)N1C[C@@H]2N[C@H](C1)C2c1ccc(-c2cccc(C(=O)N(C)C)c2)cc1 (some centres undefined)
0.99	O=C(C[C@H]1CC[C@@H](NC(=O)c2cccnc2)[C@@H](CO)O1)NCc1ccc(Cl)c(Cl)c1

Some of these compounds in order of SMILES length, rising.
IDE exosite FP	Structure
3.1	C/C=C/c1ccc([C@@H]2[C@H](C#N)N(C(=O)CN3CCOCC3)[C@H]2CO)cc1
2.5	CCC(=O)N1[C@H](CO)[C@H](c2ccc(-c3cccc(F)c3)cc2)[C@@H]1CNC(C)=O
0.48	CCS(=O)(=O)N1CC(=O)N2[C@H](C1)[C@H](c1ccc(-c3ccccc3F)cc1)[C@@H]2CO
-1.3	O=C(CN1CCOCC1)N1CCCCN2[C@@H](CO)[C@@H](c3ccc(-c4ccccc4)cc3)[C@@H]2C1
2.8	CC(C)CC#Cc1ccc([C@H]2[C@H]3CN(C(=O)c4ccc5c(c4)OCO5)CCCCN3[C@H]2CO)cc1
1.2	CNC[C@H]1Oc2c(NS(=O)(=O)c3ccc(Cl)cc3)cccc2C(=O)N([C@@H](C)CO)C[C@@H]1C
-0.72	Cc1ccccc1S(=O)(=O)N1C[C@@H]2N[C@H](C1)C2c1ccc(-c2cccc(C(=O)N(C)C)c2)cc1 (some centres undefined)
-0.83	COc1ccc(C#Cc2ccc([C@H]3[C@@H](CO)N4C(=O)CN(C(=O)c5cccnc5)C[C@H]34)cc2)cc1
-0.18	CN1C(=O)c2cc(NC(=O)Cc3cccs3)ccc2OC[C@H]2O[C@@H](CC(=O)NCC3CCCCC3)CC[C@H]21
-1.7	Cc1cccc(-c2ccc([C@@H]3[C@H]4CN(S(=O)(=O)c5cccc(F)c5)CC(=O)N4[C@H]3CO)cc2)c1
-5.5*	CC(C)(C)[S@@](=O)N1Cc2cc(C(=O)NCc3ccccc3F)nc(-c3cccc(-c4cncnc4)c3)c2[C@H]1CCO
-0.89	C[C@@H]1CN([C@H](C)CO)C(=O)c2c(c3ccccc3n2C)-c2ccccc2CO[C@@H]1CN(C)S(=O)(=O)c1ccccc1C#N

(cont.)
IDE exosite FP	Structure
4.5	O=C(NC1CCCC1)N1CCCCN2[C@H](CO)[C@H](c3ccc(-c4ccncc4)cc3)[C@H]2C1
2.8	CN(C)C(=O)c1ccc(-c2ccc([C@@H]3[C@@H](CO)N(C(=O)C4CCCC4)[C@H]3C#N)cc2)cc1
0.95	COc1cccc(CN2CCCCN3[C@H](CO)[C@H](c4ccc(-c5cccc(C#N)c5)cc4)[C@@H]3C2)c1
-0.44	Cc1ccc(S(=O)(=O)N2C[C@H](O)COC[C@@H]3O[C@H](CC(=O)NCc4ccc5c(c4)OCO5)CC[C@H]32)cc1
0.24	CO[C@H]1CN(C)C(=O)c2ccc(NC(=O)c3nc4ccccc4s3)cc2OC[C@H](C)N(Cc2cccnc2)C[C@H]1C
0.058	CC=Cc1ccc2n(c1=O)C[C@@H]1[C@@H](CO)[C@H](C(=O)N3CCOCC3)[C@H]2N1CC1CCCC1 (mixture of isomers)
-0.14	CO[C@@H]1CN(C)C(=O)c2ccc(NC(=O)C3CCC3)cc2OC[C@H](C)N(Cc2ccccn2)C[C@@H]1C
0.27	C[C@@H]1CN([C@H](C)CO)C(=O)c2cccc(NC(=O)Nc3ccc(F)cc3)c2O[C@@H]1CN(C)S(=O)(=O)c1ccc(Cl)cc1
-2.2	C[C@@H](NC(=O)C[C@H]1CC[C@@H]2[C@H](COc3ccc(NS(=O)(=O)c4ccc(Cl)cc4)cc3C(=O)N2C)O1)c1ccccc1
2.2	Cc1ccc(-c2ccc([C@H]3[C@@H](CO)N4CCCCN(S(=O)(=O)c5ccccc5C)C[C@@H]34)cc2)cc1
1.4	CC(C)NC(=O)N1[C@H](CO)[C@@H](c2ccc(-c3ccc(F)cc3)cc2)[C@@H]1C#N
4.2	CC(C)NC(=O)N1[C@H](CO)[C@@H](c2ccc(C#CC3CCCC3)cc2)[C@@H]1C#N
0.55	C[C@@H]1CN([C@@H](C)CO)C(=O)c2c(c3ccccc3n2C)-c2ccccc2CO[C@@H]1CN(C)C(=O)[C@H](Cc1ccccc1)N(C)C
3.4	COc1ccc(C#Cc2ccc([C@H]3[C@H]4CN(C(=O)Nc5ccc(F)cc5)CCCCN4[C@H]3CO)cc2)cc1
1.4	COCCNC(=O)C[C@@H]1CC[C@H]2[C@@H](COC[C@H](O)CN2Cc2ccc(Cl)c(Cl)c2)O1
2.1	N#C[C@@H]1[C@@H](c2ccc(C3=CCCC3)cc2)[C@H](CO)N1c1nc(-c2ccccc2)cs1
-0.26	CC(C)NC(=O)N1CCCCN2[C@H](CO)[C@H](c3ccc(C#C[C@H](C)O)cc3)[C@@H]2C1
-0.91	CN(C)CC#Cc1ccc([C@@H]2[C@H](C#N)N[C@@H]2CO)cc1
2.2	O=C(NC1CCCC1)N1CCCCN2[C@H](CO)[C@@H](c3ccc(-c4cncnc4)cc3)[C@H]2C1
0.31	CCC(=O)N1[C@H](C(=O)NCCCN(C)C)[C@@H](CO)[C@@H]2Cn3c(ccc(-c4ccccc4OC)c3=O)[C@@H]21
-5.8*	CCC(=O)N1CC(=O)N2[C@H](CO)[C@H](c3ccc(C#CCc4ccccc4)cc3)[C@@H]2C1
2	CN(C)C(=O)c1ccc(-c2ccc([C@@H]3[C@@H](C#N)N(C(=O)C4CCCC4)[C@H]3CO)cc2)cc1
0.48	CN1CCN(C(=O)C[C@@H]2CC[C@@H]3[C@H](COC[C@H](O)CN3C(=O)c3ccccc3F)O2)CC1
2.1	CN(C)CC#Cc1ccc([C@@H]2[C@H](CO)N3CCCCN(C(=O)c4ccc5c(c4)OCO5)C[C@@H]23)cc1
-0.092	C/C=C/c1ccc([C@@H]2[C@H](CO)N[C@H]2CNC(=O)c2ccccc2F)cc1
-0.42	O=C(NCc1ccc2c(c1)OCO2)[C@@H]1[C@@H](CO)[C@@H]2Cn3c(cccc3=O)[C@H]1N2Cc1cncnc1
2.2	CO[C@H](CN(C)C(=O)c1ccccc1F)[C@H](C)CN([C@@H](C)CO)S(=O)(=O)c1ccc(F)cc1
2.2	CN(C)C(=O)c1ccc(-c2ccc(C3[C@@H]4CN(C(=O)c5cnccn5)C[C@H]3N4)cc2)cc1 (some centres undefined)
-0.47	COc1ccc(CN2[C@@H]3CN(C(=O)NC(C)C)c4ccccc4[C@@H]3[C@@H]2CO)cc1
2.6	C/C=C/c1ccc([C@@H]2[C@@H](CO)N3CCCCN(S(=O)(=O)c4cccs4)C[C@@H]23)cc1
-0.47	COc1cccc(S(=O)(=O)N2CC[C@H]3[C@@H](CO)N(C)c4ccc(-c5ccccc5OC)cc4[C@H]32)c1
-0.75	O=C(C[C@@H]1C[C@H]2c3cc(NC(=O)C4CCC4)ccc3O[C@H]2[C@@H](CO)O1)NC1CCCC1
0.41	CN(C)C(=O)c1ccc(-c2ccccc2[C@@H]2[C@@H](C#N)N(C(=O)C3CCC3)[C@@H]2CO)cc1
0.14	O=C(NCc1ccccc1F)[C@H]1[C@H](CO)[C@H]2Cn3c(cccc3=O)[C@H]2N1CC1CCCC1
-0.36	CCN(C[C@@H]1[C@@H](c2ccc(-c3cccnc3)cc2)[C@@H](CO)N1C(C)=O)C(C)=O
-0.0078	CN(C)C(=O)c1ccc(-c2cccc(-c3nc(C(=O)NCc4ccccc4)cc4c3[C@H](CCO)N([S@@](=O)C(C)(C)C)C4)c2)cc1
-0.36	CC=Cc1ccc2n(c1=O)C[C@H]1[C@H](CO)[C@@H](C(=O)Nc3nccs3)N(Cc3cc(F)ccc3F)[C@@H]21 (mixture of isomers)
2.5	COc1ccc(S(=O)(=O)N2[C@@H]3CNC[C@H]2C3c2ccc(-c3ccccc3F)cc2)cc1 (some centres undefined)
3.5	CN(C)CC#Cc1ccc([C@H]2[C@H]3CN(C(=O)c4ccc5c(c4)OCO5)CCCCN3[C@H]2CO)cc1
0.93	CO[C@@H]1CN(C)C(=O)c2cc(NC(=O)Cc3ccccc3)ccc2OC[C@H](C)N(C(=O)c2ccccc2F)C[C@@H]1C
5.2	O=C(Nc1ccccc1)N1CCCCN2[C@H](CO)[C@@H](c3ccc(-c4ccncc4)cc3)[C@@H]2C1
-1.4	N#C[C@@H]1[C@@H](c2ccccc2-c2ccccc2F)[C@H](CO)N1C(=O)C1CCC1
0.35	COc1ccc(-c2ccc([C@@H]3[C@@H](CO)N4C(=O)CN(Cc5ccccc5)C[C@H]34)cc2)cc1
4.1	CN(C)CC#Cc1ccc([C@@H]2[C@H](CO)N3C(=O)CN(C(=O)c4ccc(F)cc4)C[C@@H]23)cc1
1.1	CN1C[C@@H](O)COC[C@@H]2O[C@H](CC(=O)NC3CCCC3)CC[C@H]21
0.32	Cc1noc(C)c1S(=O)(=O)N(C)C[C@@H]1OCCCC[C@@H](C)Oc2ccc(N(C)C)cc2C(=O)N([C@@H](C)CO)C[C@H]1C
0.26	CCC(=O)N1[C@@H](CO)[C@H](c2ccccc2)C12CN(C(=O)c1ccc3c(c1)OCO3)C2
-0.59	OC[C@@H]1[C@@H](c2ccccc2)C2(CN(Cc3ccccn3)C2)N1Cc1cncnc1
1.3	O=C(c1cnccn1)N1CC(=O)N2[C@@H](CO)[C@H](c3ccc(-c4ccc(F)cc4)cc3)[C@@H]2C1
0.39	Cc1ccc(S(=O)(=O)Nc2ccc3c(c2)CC(=O)N([C@@H](C)CO)C[C@@H](C)[C@H](CN(C)S(=O)(=O)c2ccccc2)O3)cc1
3.2	CC(=O)N1CCCCN2[C@H](CO)[C@H](c3ccc(Br)cc3)[C@@H]2C1
2.1	CCCC(=O)Nc1ccc2c(c1)C(=O)N(C)C[C@H](OC)[C@@H](C)CN(C(=O)c1ccccn1)[C@H](C)CO2
-0.13	C[C@@H](O)C#Cc1ccc([C@H]2[C@@H](CO)N3CCCCN(S(=O)(=O)c4ccccc4)C[C@H]23)cc1
1.9	CC(=O)N(C)C[C@@H]1[C@@H](c2ccc(-c3ccc(F)cc3)cc2)[C@H](CO)N1C(C)=O
2.1	COc1ccc(C#Cc2ccc([C@H]3[C@H](CO)N4CCCCN(C(=O)c5ccncc5)C[C@@H]34)cc2)cc1
-4.3*	O=C(c1ccc2c(c1)OCO2)N1CC(=O)N2[C@@H](CO)[C@H](c3ccc(C#Cc4ccccc4)cc3)[C@@H]2C1

Next records
IDE exosite FP	Structure
0.9	CO[C@H]1CN(C)C(=O)c2cc(NC(C)=O)ccc2OC[C@H](C)N(S(C)(=O)=O)C[C@H]1C
-0.87	C[C@H]1CN([C@@H](C)CO)C(=O)c2cc(N(C)C)ccc2O[C@@H]1CN(C)Cc1ccc(Oc2ccccc2)cc1
1.6	COc1ccc2c3c(n(C)c2c1)[C@@H](CO)NCC31CCN(CC2CCCCC2)CC1
-0.14	C[C@@H]1CN([C@H](C)CO)C(=O)CCCn2cc(nn2)CO[C@@H]1CN(C)C(=O)Nc1cccc2ccccc12
-1.4	O=C(CN1CCOCC1)N1CCCCN2[C@H](C1)[C@@H](c1ccc(-c3ccccc3F)cc1)[C@@H]2CO
-1.6	COc1cccc(C(=O)Nc2ccc3c(c2)C(=O)N(C)[C@@H]2CC[C@@H](CC(=O)N[C@H](C)c4ccccc4)O[C@H]2CO3)c1
